# Screening results (PubChem)
# RGS4 inh: Inhibitors of Regulator of G Protein Signaling (RGS) 4: qHTS. Transcreener GDP fluorescence polarization, RGS4-accelerated GTP hydrolysis. 0.039% of 390,000 active. Potency, µM (titrated, usually from 114 µM), inactives show top-dose activity change, negative = inhibition, hits mostly inhibitors. Regulator of G-protein signaling 4 (Homo sapiens), P49798; also: potency is read from the fitted curve at half-maximal effect; % is scaled to controls: 0 for no effect and ±100 for the full control effect; nearly all actives have a fitted effect of over 75% in size; some results filed as inactive show a strong effect at the top dose
# Target sequence (P49798 whole entry, looked up): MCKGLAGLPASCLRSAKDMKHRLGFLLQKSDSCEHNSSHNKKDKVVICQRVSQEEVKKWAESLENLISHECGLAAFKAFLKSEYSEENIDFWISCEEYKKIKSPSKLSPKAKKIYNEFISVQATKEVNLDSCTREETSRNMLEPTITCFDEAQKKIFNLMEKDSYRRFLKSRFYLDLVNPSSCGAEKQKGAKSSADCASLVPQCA
#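 MLSMR compounds (23 nl, pin-transferred) preincubated 10 min at room temperature with a 500nM (2x) first reagent, then RGS4 at 900nM (2x) plus Transcreener GDP mix added; fluorescence polarization (620/688 nm) read before and after 90 min at 30 °C.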
# Vif-A3G inh: qHTS for Inhibitors of Vif-A3G Interactions: qHTS | Potency, µM (titrated, usually from 46.1 µM), without a hit: top-dose activity, negative = active, most hits filed as inhibitors | 0.076% of 410,000 active | HeLa A3G-eYFP + Vif (tagged APOBEC3G with the HIV-1 protein that degrades it), YFP fluorescence, overnight | DNA dC->dU-editing enzyme APOBEC-3G (Homo sapiens), Q9HC16;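 also: potency is read from the fitted curve at half-maximal effect; % is scaled to controls: 0 for no effect and ±100 for the full control effect; nearly all actives have a fitted effect of over 60% in size; hits raise eYFP signal because A3G escapes Vif-driven loss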
# Target sequence (Q9HC16 whole entry, looked up): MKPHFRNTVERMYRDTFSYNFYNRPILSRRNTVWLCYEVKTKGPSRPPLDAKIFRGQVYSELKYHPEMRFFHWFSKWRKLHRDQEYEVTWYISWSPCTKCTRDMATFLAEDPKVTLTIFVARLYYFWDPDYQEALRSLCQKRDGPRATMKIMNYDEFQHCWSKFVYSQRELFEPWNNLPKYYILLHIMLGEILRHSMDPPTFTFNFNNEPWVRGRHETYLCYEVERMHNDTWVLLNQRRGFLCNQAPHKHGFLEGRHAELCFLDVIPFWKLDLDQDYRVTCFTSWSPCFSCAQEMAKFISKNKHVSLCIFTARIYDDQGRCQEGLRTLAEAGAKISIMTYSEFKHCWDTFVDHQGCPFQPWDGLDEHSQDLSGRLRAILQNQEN
#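 HeLa cells stably expressing Vif and C-terminally eYFP-tagged A3G, seeded overnight at 37 deg C, then exposed to compound by pintool overnight at 37 deg C. Rise in yellow fluorescence (Ex 488/Em 500-530, Acumen) marks blocked Vif-driven A3G degradation.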
# mIDH1 inhibitor: qHTS for Inhibitors of mutant isocitrate dehydrogenase 1 (IDH1): qHTS; IDH1-R132H enzyme, NADPH consumption, diaphorase/resazurin fluorescence; Potency, µM (top dose mostly 76.6 µM), inactives show top-dose activity change, negative = inhibition, most hits filed as inhibitors; 0.093% of 390,000 active; AID 602179, 2012; also: potency is read from the fitted curve at half-maximal effect; % is scaled to controls: 0 for no effect and ±100 for the full control effect; nearly all actives have a fitted effect of over 65% in size
# Target sequence (O75874 whole entry R132H, stated change not applied): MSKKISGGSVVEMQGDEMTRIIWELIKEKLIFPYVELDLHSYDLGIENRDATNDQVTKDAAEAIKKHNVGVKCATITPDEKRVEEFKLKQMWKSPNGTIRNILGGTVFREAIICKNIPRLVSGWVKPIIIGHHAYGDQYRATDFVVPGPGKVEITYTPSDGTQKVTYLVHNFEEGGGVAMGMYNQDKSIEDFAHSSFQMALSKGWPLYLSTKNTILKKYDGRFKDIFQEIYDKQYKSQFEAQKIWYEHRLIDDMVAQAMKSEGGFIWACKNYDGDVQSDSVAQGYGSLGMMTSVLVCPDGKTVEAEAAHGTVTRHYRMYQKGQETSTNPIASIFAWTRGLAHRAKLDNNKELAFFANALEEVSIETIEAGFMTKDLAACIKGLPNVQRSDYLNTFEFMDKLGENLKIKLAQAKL
#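 IDH1-R132H (0.5 ug/mL dispensed) in pH 7.5 Tris buffer was preincubated 30 min with compound, then given a substrate mix of 0.016 mM NADPH and 2 mM alpha-KG for 80 min at room temperature; remaining NADPH was read by diaphorase/resazurin fluorescence.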
# LDHA block: qHTS assay for inhibitors of human lactate dehydrogenase; AID 1347041, 2019; L-lactate dehydrogenase A chain (Homo sapiens), P00338; activity change, % (values are at about 110 or 230 µM); purified LDHA, NADH/diaphorase-resazurin fluorescence; stronger effect = lower value; 0.15% of 480,000 active; in the data active = activity change below about -30%; inconclusive = mostly about -25% to -30%;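 also: plate controls were DMSO wells for no effect and wells without enzyme for full effect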
#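 Resorufin fluorescence (ex540/em590), read at 0 and 20 min after diaphorase/resazurin addition, reports the NADH left after a 5 min room-temperature reaction of 2 nM human LDH5 with 0.06 mM NADH and 0.2 mM pyruvate.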
# GRP78 ERSR act: qHTS for Inducers of the Endoplasmic Reticulum Stress Response (ERSR) in Human Glioma: qHTS; U87-MG GRP78 promoter luciferase reporter, 16 h; Potency, µM, inactives show top-dose activation, actives largely listed as activators; 0.02% of 420,000 active; also: potency is read from the fitted curve at half-maximal effect; series mostly up to about 76 µM; % of control where 0% means no effect; nearly all actives have a fitted effect of over 35% in size
#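 Stably transfected U87-MG human glioma cells carrying a GRP78-based luminescent sensor were seeded at 1000 cells/well, pin-dosed with compounds and incubated 16 h. Luciferase reagent was then added, and end-point luminescence was read after 10 min at room temperature.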
# USP1-UAF1 inh: Inhibitors of USP1/UAF1: Primary Screen; Potency, µM (doses to about 57.1 µM), without a hit: top-dose activity change, negative = inhibition, usual class: inhibitors; 0.23% of 390,000 active; AID 743255, 2014; Ubiquitin carboxyl-terminal hydrolase 1 (Homo sapiens), O94782; recombinant USP1/UAF1, Ub-Rhodamine cleavage fluorescence; also: potency is read from the fitted curve at half-maximal effect; % is scaled to controls: 0 for no effect and ±100 for the full control effect; nearly all actives have a fitted effect of over 60% in size; inactives centre near -12
#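 In this screen, compounds sit with the deubiquitinase complex (1nM) for 15 min at room temperature before Ub-Rho is added at 150nM final. Fluorescence rise is then followed for 6 reads every 60 seconds.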
# rTrxR1 inhibitor: qHTS Assay for Inhibitors of Mammalian Selenoprotein Thioredoxin Reductase 1 (TrxR1): qHTS; Thioredoxin reductase 1, cytoplasmic (Rattus norvegicus), O89049; recombinant rTrxR1, NADPH fluorescence consumption, selenite substrate; Potency, µM (highest dose often 114 µM), without a hit: at the highest dose activity change, negative = inhibition, usual class: inhibitors; 1% of 390,000 active; AID 588453, 2011; also: potency is read from the fitted curve at half-maximal effect; % is scaled to controls: 0 for no effect and ±100 for the full control effect; nearly all actives have a fitted effect of over 65% in size
#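 Rat TrxR1 (90 nM in the dispensed reagent) was pre-reduced with 400 uM NADPH for 5 min at room temperature, then incubated with compound for 15 min. After 400 uM selenite was added, NADPH fluorescence (Ex 340/Em 450 nm) was followed for 8 min.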
# Vif-APOBEC3F blk: qHTS for Inhibitors of Vif-A3F Interactions: qHTS. Potency, µM (doses to about 46.1 µM), inactives show at the top dose activity, negative = active. HeLa A3F-eYFP + Vif (tagged APOBEC3F with the HIV-1 protein that degrades it), YFP fluorescence increase. 0.2% of 390,000 active; also: potency is read from the fitted curve at half-maximal effect; % of control where 0% means no effect; nearly all actives have a fitted effect of over 65% in size
#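 Fluorescence increase (Ex 488/Em 500-530) after overnight compound treatment at 37 deg C flags inhibition of Vif-driven A3F-eYFP loss in stable HeLa A3F-eYFP/Vif cells seeded overnight beforehand.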
# TrxR1 substrate: qHTS Assay for Substrates of Mammalian Selenoprotein Thioredoxin Reductase 1 (TrxR1): qHTS. AID 588456, 2011. Potency, µM (doses to about 114 µM), for the others: at the top dose activity change, negative = substrate turnover. purified TrxR1 substrate turnover, NADPH consumption readout. 0.01% of 390,000 active; also: potency is read from the fitted curve at half-maximal effect; % is scaled to controls: 0 for no effect and ±100 for the full control effect; nearly all actives have a fitted effect of over 50% in size
#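 Rat TrxR1, dispensed at 90 nM, was prereduced with 400 uM NADPH (final) for 5 min at ~22 deg C, then incubated with compound 15 min before 400 uM selenite. A first-read NADPH fluorescence drop versus no-compound background flagged substrates.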
# Numbers without * were called inactive; ? = inconclusive; · = not tested or not shown; & = joins results of further samples; [ ] = another dose, or the depositor's remark. Unless noted, calls follow the shape of the dose curve; as a rule, active = well fitted curve in the direction sought with a large enough effect; inconclusive = small, poorly fitted or top-dose-only effect, or another doubt; inactive = no such curve, though single readings can be large; an effect the other way counts as inactive or inconclusive.
SMILES,RGS4 inh,Vif-A3G inh,mIDH1 inhibitor,LDHA block,GRP78 ERSR act,USP1-UAF1 inh,rTrxR1 inhibitor,Vif-APOBEC3F blk,TrxR1 substrate
O=C(Nc1ccc(Cl)cc1)c1ccc2ncsc2c1,?,-4.3%,7.6%,-0.7,-1.6%,-13.2%,1.9%,-9.1%,4.4%
CC(C)(C)[C@@H]1CCC(=O)N(CC[C@H](N=[N+]=[N-])c2ccccc2)CC1,-16.2%,-0.9%&-4.6%,-11.2%,0.8,0.3%&7.2%,-23.4%,0.6%&17.7%,5.9%,-3.7%&-1.4%
CCOC(=O)N1CCN(C(=O)COC(=O)c2cccc(S(C)(=O)=O)c2)CC1,1.7%,-2.5%,-5.1%,-3.2,-3.4%,-22.1%,12.0%,2.5%,6.1%
O=c1[nH]c2c(c(=O)[nH]1)OCN(Cc1ccccc1)C2,-2.9%,0.2%,-0.2%,3.2,-1.7%,-18.2%,9.2%[11.4 µM],24.4%,6.8%[11.4 µM]
Fc1ccc(C2CCCN2Cc2nc(-c3cnccn3)no2)cc1 (stereo not drawn),-10.4%,3.0%,-9.9%,-9.4,-2.8%,-14.6%,-3.3%,-13.2%,-1.5%
COc1ccc(NC(=O)c2ccccc2NS(C)(=O)=O)cc1OC,11.2%,4.8%,3.8%,-6.0,2.6%,8.8%,-8.3%,-2.1%,-8.9%
Cc1ncc(CN2CCCC(C(=O)Nc3ccc(-c4cccc(F)c4)cc3)C2)s1 (stereo not drawn),-3.1%,-13.5%,7.7%,2.0,-3.9%,-24.6%,-4.6%,3.2%,-8.5%
Cc1cc(N2CCN(C)CC2)nc2ccc(NC(=O)c3ccc(C(C)(C)C)cc3)cc12,-16.7%,?,-10.5%,4.1,-9.5%,8.4%,9.9%[2.29 µM],4.7%,-1.9%
CCc1ccc(NC(=O)C(C)Sc2nc(-c3ccco3)c(C#N)c(=O)[nH]2)cc1 (stereo not drawn),-35.7%,-16.0%,-1.9%,-2.1,1.1%,-21.6%,17.8µM*,-4.2%,5.4%
CCOc1ccc(NC(=O)c2ccc(CNc3c(N4CCCC4)c(=O)c3=O)cc2)cc1,19.5%,-2.8%,3.5%,-1.8,-2.5%,-2.0%,24.1%,-4.3%,-3.5%
COc1ccc(CN2C(=O)c3c(c(C)n(C)c3C)C2C(=O)NC2CCC(C)CC2)cc1 (stereo not drawn),-35.5%,-4.3%,24.1%,-10.1,0.7%,-5.6%,7.5%[57.1 µM],3.3%,6.2%[57.1 µM]
CC1C(=O)N(Cc2cn(CCC3OCCO3)nn2)CCS(=O)(=O)N1Cc1ccc(-c2ccccc2)cc1 (stereo not drawn),·,-4.6%,21.5%,1.6,-5.0%,-22.5%,·,0.1%,·
COc1ccccc1N1CC(C(=O)OCC(=O)c2ccc(F)cc2)CC1=O (stereo not drawn),8.6%,1.7%,17.2%,-3.1,-4.2%,-2.0%,14.2%,3.8%,-1.9%
Cc1c(NC(=O)C(C)OC(=O)C23CC4CC(CC(Br)(C4)C2)C3)c(=O)n(-c2ccccc2)n1C (stereo not drawn),-13.6%,0.3%,9.9%,-0.9,-4.0%,-8.9%,9.8%,-2.8%,3.7%
COc1ccccc1-n1c(=S)[nH]c2c(sc(=S)n2-c2ccc(C)cc2C)c1=O,?,5.4%,18.6%,-1.0,-2.5%,-3.5%,3.3%,12.2%,-12.2%
Cc1cccc(OCCCn2c(CCNC(=O)C3CCCCC3)nc3ccccc32)c1,-9.2%,1.4%,-15.3%,7.1,-3.9%,4.2%,-11.0%,0.5%,-10.3%
O=C(O)c1cc(NC2(c3ccccc3)C(=O)c3ccccc3C2=O)ccc1Cl,-5.5%,-0.7%,-1.1%,3.6,-2.3%,-13.3%,7.7%,8.5%,0.7%
COc1ccc(S(=O)(=O)N(CC(=O)Nc2ccc3c(c2)OCO3)c2ccccc2OC)cc1,-4.7%,-14.3%,8.2%,4.4,0.5%,-4.0%,1.7%,1.2%,-4.6%
CCOC(=O)c1c(C)oc2ccc(N(C(=O)Oc3ccccc3)S(=O)(=O)c3ccccc3)cc12,-2.7%,-5.6%,0.0%,-0.2,-3.7%,-21.7%,6.8%,0.1%,2.5%
NC(=O)C1CCN(c2nc(-c3ccccc3C(F)(F)F)cs2)CC1,-1.7%,-2.4%,·,0.7,1.4%,·,21.8%,3.1%,6.2%
O=S(=O)(NCCSCc1c(Cl)cccc1Cl)c1ccc2c(c1)OCCO2,-28.4%,2.6%,0.0%,-0.3,-2.6%,-16.8%,8.5%,-7.5%,4.0%
Cc1nc(-n2nc(C)c(Cc3ccc(Cl)cc3)c2C)sc1C(=O)N1CCCCC1C (stereo not drawn),19.8%,4.2%,-12.2%,-8.2,-3.9%,-26.0%,10.1%,-2.6%,-12.3%
Cc1nc(SCc2ccc(F)cc2)c2oc3ccccc3c2n1,-9.8%,-4.9%,2.6%,-3.5,-3.6%,-11.6%,14.5%[11.4 µM],?,8.2%[11.4 µM]
CS(=O)(=O)NN1C(=O)c2ccccc2NC1c1ccccc1 (stereo not drawn),-32.4%,-1.9%,20.1%,-1.3,-1.1%,-3.1%,9.8%[57.1 µM],12.8%,83.9%[activator][57.1 µM]
O=[N+]([O-])c1ccc(Cl)cc1Sc1cccc2cccnc12,7.9%,-1.0%,8.1%,-6.9,-3.0%,2.6%,8.4%[57.1 µM],0.8%,11.1%[57.1 µM]
CCNc1nc(SCc2ccccc2)nc(N2CCOCC2)n1,-0.8%,-19.2%,12.5%,1.9,-1.0%,-18.4%,2.1%[57.1 µM],0.2%,-7.6%[57.1 µM]
Cc1nnc(NC(=O)C2CCCO2)s1 (stereo not drawn),-19.9%,-1.9%,5.8%,3.3,-2.8%,-15.0%,-11.2%,·,-6.3%
O=C(NCCc1ccccc1F)C1CC(=O)N(c2ccccc2)C1 (stereo not drawn),-20.7%,-5.9%,-5.7%,-3.0,-2.7%,-19.4%,8.8%,1.3%,-2.7%
CCn1c(CNC(=O)c2ccccc2F)nnc1SCC(=O)NC1CCCCC1C (stereo not drawn),-4.8%[11.4 µM],3.5%,-11.0%,2.1,-1.4%,-21.8%,21.4%,4.5%,6.3%
O=C(NCc1ccc(F)cc1)C(c1ccccc1)N(C(=O)c1csnn1)c1ccccc1 (stereo not drawn),-15.8%,1.4%,-22.0%,-10.4,-4.4%,-7.0%,4.9%[57.1 µM],13.0%,8.9%[0.0914 µM]
O=C(C[C@H]1C[C@H](C(=O)N2CCOCC2)[C@@]2(CCC3CCCC3)c3[nH]c4ccc(Cl)cc4c3CCN2C1=O)NCC12CC3CC(CC(C3)C1)C2,-4.6%,-0.2%,-16.1%,-8.8,-0.6%,-2.6%,-2.5%,5.0%,-8.0%
CC(NC(=O)c1ccc(C(C)(C)C)cc1)C(c1cccs1)N1CCOCC1 (stereo not drawn),-6.4%,-4.7%,1.8%,-3.0,-2.2%,-12.9%,25.1%,-14.5%,-1.4%
O=C(Nc1ccc(S(=O)(=O)Nc2ncccn2)cc1)c1ccc(S(=O)(=O)N2CCCC2)cc1,-7.5%,0.6%,10.8%,1.7,-0.3%,-20.8%,2.0%,0.1%,2.2%
CCOC(=O)CCC(=O)c1c(C)oc2ccc(OC)cc12,14.8%,-1.0%,3.6%,-2.9,-7.0%,-1.2%,11.1%[57.1 µM],-9.7%,5.9%[57.1 µM]
COc1ccc(SC[C@H](Cc2ccccc2)N2CCN(CCc3ccccc3)CCC2=O)cc1,0.5%,0.9%,6.3%,-3.2,0.2%,-17.9%,-8.9%,4.4%,-5.1%
O=C(/C=C/c1ccc(Cl)cc1Cl)c1nc2ccccc2[nH]1,6.9%,2.5%,-10.0%,-4.7,-1.3%,-3.5%,-1.0%[57.1 µM],-1.8%,-6.1%[57.1 µM]
O=C(NC1CC1)c1ccc2c(c1)ncn2C1CCCC1,8.5%,0.5%,4.6%,-4.1,0.3%,-6.8%,-14.0%,-15.7%,-0.6%

# Structures listed above shown as hits in rTrxR1 inhibitor.
Compound	RGS4 inh	mIDH1 inhibitor	LDHA block	USP1-UAF1 inh	rTrxR1 inhibitor	TrxR1 substrate
CCc1ccc(NC(=O)C(C)Sc2nc(-c3ccco3)c(C#N)c(=O)[nH]2)cc1 (stereo not drawn)	-35.7%	-1.9%	-2.1	-21.6%	17.8µM*	5.4%

# A portion of the library (hit frequency here may not be typical).
